Source: PubChem (Broad Institute)
S100A4 MyoIIA = inhibitors of human S100A4 binding to myosin IIA peptide; P26447; S100A4/TAMRA-MyoIIA peptide fluorescence polarization; inhibition, % at 10.7 µM; 360,000 compounds, 0.14% hits; AID 652163;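 active means mean inhibition of at least 70% across replicates, with every replicate also reaching that level; inconclusive means mean inhibition reaches 70% but some replicates fall short; inactive means mean inhibition below 70%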
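Test system: S100A4 monomer protein. Medium: HEPES buffer with Ca2+, pH 7.2. Reagent: fluorescent myosin IIA peptide, 5 nM. Compound dosing: single-point compound testing. Timing: 5 min between mix addition and reading. Benchmarks: DMSO neutral and TFP positive wells.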
ERp5 inh = inhibitors of human ERp5 | Q15084 | ERp5 insulin aggregation, absorbance 650 nm, 90 min | inhibition, % at 9.99 µM | 350,000 compounds, 0.05% hits | AID 651711;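 active means mean replicate inhibition above about 25%, with every replicate also reaching it, limit read from the data, passing the limit was not always enough; inconclusive means only one of those two criteria met; inactive means neither criterion met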
RAD52 inh = blocks human RAD52 DNA annealing. P43351. recombinant RAD52 DNA annealing, FRET fluorescence. 360,000 compounds, 0.46% hits. inhibition, % at 18.7 µM. AID 651710;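 active means every replicate showing at least 50% inhibition; inconclusive means mean inhibition at least 50% but not in every replicate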
Target sequence (P43351 whole entry, looked up): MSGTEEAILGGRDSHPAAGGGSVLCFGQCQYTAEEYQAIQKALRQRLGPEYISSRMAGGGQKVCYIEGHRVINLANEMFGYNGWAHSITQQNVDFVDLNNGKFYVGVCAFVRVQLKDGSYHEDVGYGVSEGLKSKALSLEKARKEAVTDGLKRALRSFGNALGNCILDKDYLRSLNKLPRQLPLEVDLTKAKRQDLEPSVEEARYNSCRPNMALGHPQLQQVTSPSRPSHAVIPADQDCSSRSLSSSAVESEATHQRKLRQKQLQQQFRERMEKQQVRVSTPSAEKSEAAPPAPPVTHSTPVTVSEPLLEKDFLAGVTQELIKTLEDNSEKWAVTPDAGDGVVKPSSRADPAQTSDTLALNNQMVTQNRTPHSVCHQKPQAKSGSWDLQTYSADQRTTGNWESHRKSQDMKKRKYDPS
esBAF inh = blocks esBAF chromatin remodeling in mouse ES cells. Bmi1-luciferase knock-in reporter, 24 h; 100% = twice the neutral-well signal. reporter increase, % at 12.5 µM. 350,000 compounds, 2% hits; in the data active means activation above about 40%; inconclusive means no clear call, values can overlap the other calls;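 further: 0% = median of the plate's neutral control wells and 100% = double that signal; a rise in the Bmi1 reporter signal indicates esBAF inhibition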
E-sel inducer = induces E-selectin expression in human endothelial cells. HUVEC E-selectin immunofluorescence imaging; normalized: neutral wells 0, TNF-alpha wells 100. AID 686992. activation, % at 7.58 µM. P16581. 260,000 compounds, 0.37% hits;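 active means mean E-selectin-positive cell signal at least 10% of the positive control, reached in at least 60% of replicates, without over 20% cell loss; inconclusive means no rule given, readout overlaps actives, possibly toxicity-flagged; inactive means the rest, including those meeting only one limit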;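 further: in these data hits start at about 27%; measured in HUVEC primary endothelial cells; signal is the percent of cells scored E-selectin positive by PE staining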
Target sequence (P16581 whole entry, looked up): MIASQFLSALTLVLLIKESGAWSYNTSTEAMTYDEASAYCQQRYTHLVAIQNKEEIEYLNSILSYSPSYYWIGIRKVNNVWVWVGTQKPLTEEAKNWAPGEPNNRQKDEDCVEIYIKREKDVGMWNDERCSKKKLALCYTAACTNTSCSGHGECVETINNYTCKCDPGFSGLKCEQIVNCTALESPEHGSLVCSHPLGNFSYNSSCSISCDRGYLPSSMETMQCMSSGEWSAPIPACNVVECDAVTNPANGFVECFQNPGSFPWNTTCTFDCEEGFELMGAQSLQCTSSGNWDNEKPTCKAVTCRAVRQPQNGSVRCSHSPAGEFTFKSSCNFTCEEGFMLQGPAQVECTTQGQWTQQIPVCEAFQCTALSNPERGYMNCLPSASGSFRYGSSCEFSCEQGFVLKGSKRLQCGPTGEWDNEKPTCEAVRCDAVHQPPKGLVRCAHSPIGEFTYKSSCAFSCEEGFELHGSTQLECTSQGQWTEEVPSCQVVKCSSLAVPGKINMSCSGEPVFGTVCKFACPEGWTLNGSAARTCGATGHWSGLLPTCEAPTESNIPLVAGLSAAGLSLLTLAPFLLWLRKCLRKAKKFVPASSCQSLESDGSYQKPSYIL
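material = human umbilical vein endothelial cells (HUVEC), E-selectin induction | quantity = 3,000 cells/well | medium = EGM-2 growth medium on 0.1% gelatin-coated wells | technique = immunofluorescence imaging | read-out basis = % PE-positive cells | control set = TNF-alpha positive control, DMSO neutral control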
Xi reactivation = reactivates the inactive X chromosome in mouse fibroblasts; 360,000 compounds, 0.055% hits; XiGFP mouse fibroblasts, % GFP-positive cells imaging, 3 d; cells co-treated with 5-aza-dC sensitizer; scaled so ellipticine positive control = 100%; activation, % at 7.58 µM;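 active means mean normalized replicate activation at least 10% and every replicate at or above 10%; inconclusive means only one of the two criteria met; inactive means mean below 10% and not all replicates reach 10%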;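 further: 0% = median of on-plate neutral control wells and 100% = ellipticine 6 µM median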
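Schedule: 3 d treatment, 15 min room-temperature fixation; system: 68-5-11 XiGFP fibroblast line; buffer or medium: DMEM plus 5-aza-dC sensitizer; control set: ellipticine 6 µM positive control; compound: one concentration, pinned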
ERAP1 inh = inhibitors of human ERAP1 aminopeptidase | 340,000 compounds, 0.15% hits | recombinant ERAP1, Leu-AMC fluorescence, 60 min | AID 652197 | inhibition, % at 10.7 µM | Q9NZ08;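 active means mean replicate inhibition of at least 30%, or all replicates individually reaching that 30% level; inactive means mean below 30% and not every replicate reaching it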;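 further: 0% = neutral control wells and 100% = L-leucinethiol positive control wells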
RAD54 inh = RAD54 (human) branch migration inhibition; Q92698; RAD54 Holliday junction branch migration, FAM/BHQ fluorescence; inhibition, % at 10.4 µM; 360,000 compounds, 0.14% hits; AID 602329;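 active means mean normalized replicate activity at least 40 and at least half of replicates scoring 40 or more; inconclusive means only one of the two criteria met; inactive means mean below 40 and under half of replicates reaching 40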;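 further: 0% = median of neutral control wells and 100% = median of positive control wells; inhibitors cause a drop in the FAM fluorescence signal; in these data hits start at about 50%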
An asterisk follows results filed as active; ? = inconclusive; · = no result given; & = joins results of further samples.

A first look (four entries):
structure	S100A4 MyoIIA	ERp5 inh	RAD52 inh	esBAF inh	E-sel inducer	Xi reactivation	ERAP1 inh	RAD54 inh
CCOC(=O)C1CCCN(C(=O)c2ccc(CNc3c(N4CCC(C)CC4)c(=O)c3=O)cc2)C1 (centres undefined)	-1.0	1.3	-1.4	4.9	?	0.1	3.3	-3.1
COCC(=O)N(C)C[C@H]1Oc2ncc(C#Cc3ccccc3)cc2C(=O)N([C@H](C)CO)C[C@@H]1C	3.8	-3.7	-9.3	2.6	4.9	0.1	3.2	0.6
O=C(N/N=C/c1cn(Cc2ccccc2)c2ccccc12)c1cccnc1	13.3	2.6	-14.5	·	·	0.0	-2.3	·
CC(=O)c1ccc(N2CCN(C(=O)C3CCN(C(=O)Nc4ccccc4)CC3)CC2)cc1	-0.1	1.9	-3.9	0.5	-0.7	-0.1	-1.3	-1.7

This part in full, previewed entries included:
structure	S100A4 MyoIIA	ERp5 inh	RAD52 inh	esBAF inh	E-sel inducer	Xi reactivation	ERAP1 inh	RAD54 inh
CCOC(=O)C1CCCN(C(=O)c2ccc(CNc3c(N4CCC(C)CC4)c(=O)c3=O)cc2)C1 (centres undefined)	-1.0	1.3	-1.4	4.9	?	0.1	3.3	-3.1
COCC(=O)N(C)C[C@H]1Oc2ncc(C#Cc3ccccc3)cc2C(=O)N([C@H](C)CO)C[C@@H]1C	3.8	-3.7	-9.3	2.6	4.9	0.1	3.2	0.6
O=C(N/N=C/c1cn(Cc2ccccc2)c2ccccc12)c1cccnc1	13.3	2.6	-14.5	·	·	0.0	-2.3	·
CC(=O)c1ccc(N2CCN(C(=O)C3CCN(C(=O)Nc4ccccc4)CC3)CC2)cc1	-0.1	1.9	-3.9	0.5	-0.7	-0.1	-1.3	-1.7
CCc1nc2ccc(C(=O)NCCC(C)C)cn2c1N(CC)CCN(C)C	0.5	4.8	-14.4	-5.6	1.2	0.1	-1.1	-6.4
NNC(=O)c1cc(-c2ccco2)[nH]n1	-6.2	-1.4	-11.8	·	2.1	0.0	10.2	·
O=C(Cc1ccccc1)c1c[nH]c(C(=O)NCCCn2ccnc2)c1	-1.5	-6.6	-1.2	·	8.3	0.0	1.2	·
O=S(=O)(NC(=S)c1ccccc1)c1ccc(Cl)cc1	1.9	-4.3	-19.0	-3.7	0.0	0.1	-4.7	-3.7
CCC(=O)N1[C@@H](CO)[C@@H]2c3ccccc3N(S(=O)(=O)c3ccccc3)C[C@@H]21	-10.2	-1.9	3.6	2.7	0.9	0.3	-0.1	-0.2
O=C(NC1CCCC1)[C@@H]1[C@@H](CO)[C@@H]2Cn3c(ccc(-c4cccnc4)c3=O)[C@@H]2N1CCc1ccccc1	-15.5	9.6	-5.4	3.4	-0.3	0.0	2.3	-7.6
O=C(COc1ccc([N+](=O)[O-])cc1)NCC(c1cccs1)N1CCOCC1 (centres undefined)	-3.2	-3.5	-3.5	·	0.2	0.1	-2.0	·
Cc1ccc(S(=O)(=O)Nc2ccc3c(c2)C(=O)N([C@H](C)CO)C[C@@H](C)[C@@H](CN(C)CC2CC2)O3)cc1	12.2	3.4	2.0	-6.4	19.7	-0.1	1.0	0.2
O=C(N/N=C/c1ccc(O)cc1O)C1CC1	-3.0	2.4	-17.4	·	-0.1	0.1	·	-8.1
Cc1nc2c(OCc3ccccc3)cccn2c1N(C)C(=O)C1CCCCC1	1.1	0.1	-32.7	2.6	-0.2	0.1	-2.7	2.0
CCN(CC)C(=O)[C@H]1CC(CC(=O)NCC23CC4CC(CC(C4)C2)C3)C(=O)N2CCc3c([nH]c4ccccc34)[C@]12C (some centres undefined)	-4.4	3.4	3.9	13.2	-7.0	0.0	·	-13.9
CCn1c(SCC(=O)NCC2CCCO2)nc2c([nH]c3ccccc32)c1=O (centres undefined)	-24.2	-4.0	-2.8	·	0.0	0.0	1.9	7.4
COC(=O)CC1CC2(C(=O)OC)c3[nH]c4ccccc4c3CCN2C1=O (centres undefined)	-1.1	0.0	-16.5	·	-0.2	0.4	-0.3	·
O=C(C[C@H]1CC[C@@H](NC(=O)Nc2ccccc2)[C@H](CO)O1)NCc1cccc(F)c1	15.2	1.2	-1.3	1.1	1.0	-0.1	0.5	5.2
CCOc1ccc(-c2cc(C(=O)NC3CCCCC3)[nH]n2)c(C)c1	-1.3	-0.8	-10.7	57.4*	0.1	-0.1	-0.7	-1.1
CCc1ccccc1NC(=O)Cn1c(=O)n(-c2ccc(CC(=O)NCC3CCCO3)cc2)c(=O)c2ccccc21 (centres undefined)	-0.3	-5.5	2.5	0.8	·	0.9	0.2	·

Compound profiles, from the list above.
Results for O=C(Cc1ccccc1)c1c[nH]c(C(=O)NCCCn2ccnc2)c1 → S100A4 MyoIIA = -1.5; ERp5 inh = -6.6; RAD52 inh = -1.2; esBAF inh = ·; E-sel inducer = 8.3; Xi reactivation = 0.0; ERAP1 inh = 1.2; RAD54 inh = ·
Results for O=C(COc1ccc([N+](=O)[O-])cc1)NCC(c1cccs1)N1CCOCC1 (centres undefined) → S100A4 MyoIIA = -3.2; ERp5 inh = -3.5; RAD52 inh = -3.5; esBAF inh = ·; E-sel inducer = 0.2; Xi reactivation = 0.1; ERAP1 inh = -2.0; RAD54 inh = ·

More entries:
structure	S100A4 MyoIIA	ERp5 inh	RAD52 inh	esBAF inh	E-sel inducer	Xi reactivation	ERAP1 inh	RAD54 inh
COc1cc(C(=O)/C=C/c2cccnc2)c([N+](=O)[O-])cc1OC	3.4	-2.0	-8.8	10.4	0.2	0.3	·	2.8
Cc1ccc(C2=CSC3=NS(=O)(=O)CCN23)cc1	2.6	1.3	-2.8	·	·	0.0	0.0	·
Cc1ccc(N(CC(=O)NCCc2ccc(Cl)cc2)S(=O)(=O)c2c(C)noc2C)cc1	-4.7	2.6	-9.6	3.6	·	0.0	-1.0	3.1
CO[C@H]1CN(C)C(=O)c2ccc(NS(C)(=O)=O)cc2OC[C@@H](C)N(Cc2ccccc2)C[C@@H]1C	6.9	1.5	-10.1	2.1	-0.1	0.7	1.9	2.2
N#Cc1ccccc1CSC1=NCCS1	4.6	-0.9	-11.5	·	·	0.3	-1.9	·
Cc1ccc(NC(=O)N2CCC(c3nc4c(nnn4Cc4c(F)cccc4Cl)c(=O)[nH]3)CC2)cc1	8.4	0.2	-18.0	2.4	·	·	-2.1	0.4
COc1ccc(CCNC(=O)c2ccc(NC(=O)CC3SC(N4CCCCC4)=NC3=O)cc2)cc1 (centres undefined)	-5.5	-13.5	-0.9	-1.8	·	0.2	2.6	4.0
Cc1cc(SCC(=O)OCC(=O)N(CCC#N)c2ccccc2)nc2ccccc12	0.7	0.5	-3.5	-1.1	-0.1	0.4	2.5	·
CC(C)CC(NC(=O)C(NC(=O)OC(C)(C)C)C(C)C)C(=O)NC(CCC(=O)OCc1ccccc1)C(N)=O (centres undefined)	-5.6	·	·	-11.1&3.6	1.0	·	·	-2.4&-1.7
COc1ccccc1NS(=O)(=O)c1ccc2c(c1)OCCO2	52.9	-3.0	-0.3	·	-0.1	0.2	4.1	9.6
CS(=O)(=O)N1[C@H](C#N)[C@H](c2ccc(-c3ccccc3F)cc2)[C@@H]1CO	-8.3	5.8	-25.6	-4.8	0.5	-0.1	-0.5	-3.2
CC(C)(C(=O)N1CCC1(C)C(=O)NS(=O)(=O)c1cccc(F)c1)c1ccccc1 (centres undefined)	-7.0	5.1	0.3	4.2	-0.2	0.0	0.2	-0.9
Cc1cc(N/N=C/c2c[nH]c3ccccc23)c2ccccc2n1	-2.1	0.1	-22.0	1.9	6.4	0.0	-1.3	5.3
CCc1ccc(C2CC(=O)N(c3cccc(F)c3)C3=C2C(=O)OC3)cc1 (centres undefined)	1.7	-3.6	-4.6	·	·	0.5	2.9	·
CCNC(=O)C[C@H]1C=C[C@@H](NC(=O)C2CC2)[C@H](CO)O1	13.0	2.6	1.8	1.4	-0.1	0.1	-5.7	16.6
COC(=O)c1ccc(NC(=O)C2CCN(C(=O)Nc3ccccc3)CC2)cc1	-1.4	-18.7	-4.8	23.7	·	0.1	10.1	2.7
COc1ccc(-c2ccc3c(c2)O[C@H](CN(C)C(=O)Nc2ccccc2F)[C@H](C)CN([C@H](C)CO)S3(=O)=O)cc1	-0.2	-0.6	17.4	2.9	-0.4	-0.9	-1.5	2.2
Cc1cc(C)cc(C(=O)Nn2cnnc2)c1	5.2	1.2	-3.6	-0.8	·	0.1	-0.1	7.0
Nc1[nH]c(C(=O)c2ccccc2)c(-c2ccncc2)c1C(=O)NCc1ccc(Cl)cc1	-0.6	-3.0	2.8	·	2.2	0.1	0.4	·
CC(CNC(=O)COC(=O)c1cccs1)c1ccccc1 (centres undefined)	-1.2	-0.7	-4.5	-9.8	-0.7	-0.1	-0.5	-7.7
c1ccc(N2CCN(Cc3cn4ccccc4n3)CC2)cc1	-21.3	-2.0	2.9	·	-2.0	-0.1	-0.3	·
O=C(CN1C(=O)NC2(CCCCC2)C1=O)Nc1ccc2c(c1)OCCCO2	0.7	-0.2	14.3	?	·	-0.1	5.3	-2.8
O=C(NCc1ccccc1)c1cc(C2CCCCN2C(=O)OCCF)on1 (centres undefined)	-2.3	5.4	-4.7	-4.1	-0.1	-0.1	2.9	1.9
CN(C)C1CN(Cc2cn(Cc3ccc(C(F)(F)F)cc3)nn2)S(=O)(=O)C1 (centres undefined)	-2.7	-8.3	-2.8	·	-0.1	0.4	-1.5	·
COc1cc(C)ccc1OCc1cc(C(=O)N2CCN(C)C[C@@H]2c2ccccc2)no1	-2.4	-2.9	-24.1	39.3	-0.1	0.0	-3.3	-9.7
CC(c1ccco1)N(C(=O)c1ccccc1F)c1ccccn1 (centres undefined)	3.0	-0.6	-4.8	·	-1.7	0.0	1.3	·
Cc1ccc(SCC(=O)c2c(C)[nH]c3ccccc23)cc1	5.1	2.5	-16.3	·	-1.9	0.0	-0.1	·
COc1ccc(NC(=O)c2cc(-c3ccc(F)cc3OC(C)C)n[nH]2)cn1	-2.3	1.6	-7.5	-4.0	0.1	0.1	-2.7	6.2
CC(C)CCOC(=O)C(C)Sc1n[nH]c(=O)[nH]c1=O (centres undefined)	-0.4	-2.3	-3.1	·	-4.2	0.1	5.6	·
CCn1c(=O)n(CC)c2cc(N3CCCC3)c(NC(=O)c3c(F)cccc3F)cc21	-1.9	1.7	-16.8	-1.9	·	0.2	-0.2	-3.1
CCCN[C@H]1CCc2nc(N)sc2C1	-0.9	0.4	45.0	-0.7	0.4	0.4	-1.4	-2.5
COC(=O)c1c(NC(=O)COC(=O)C2CCC2)sc(C)c1C	-1.3	2.4	-15.6	-3.8	3.3	-0.2	-4.7	·
Cc1ccc(OCCn2cc(C=O)c3ccccc32)cc1	-3.9	-0.6	-5.8	-4.9	·	0.3	-2.0	1.1
